# OX1R antag-1 = antagonists of human orexin 1 receptor (OX1R); O43613; actives 1.8% (n = 330,000); AID 485270; OX1R-expressing cells, FRET antagonist read-out; inhibition, % at 6.6 µM; in the data active means inhibition mostly above about 38%, no sharp cut-off; inactive means mostly below about 40%;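 further: 0% = agonist challenge alone and 100% = reference antagonist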
# Target sequence (O43613 whole entry, looked up): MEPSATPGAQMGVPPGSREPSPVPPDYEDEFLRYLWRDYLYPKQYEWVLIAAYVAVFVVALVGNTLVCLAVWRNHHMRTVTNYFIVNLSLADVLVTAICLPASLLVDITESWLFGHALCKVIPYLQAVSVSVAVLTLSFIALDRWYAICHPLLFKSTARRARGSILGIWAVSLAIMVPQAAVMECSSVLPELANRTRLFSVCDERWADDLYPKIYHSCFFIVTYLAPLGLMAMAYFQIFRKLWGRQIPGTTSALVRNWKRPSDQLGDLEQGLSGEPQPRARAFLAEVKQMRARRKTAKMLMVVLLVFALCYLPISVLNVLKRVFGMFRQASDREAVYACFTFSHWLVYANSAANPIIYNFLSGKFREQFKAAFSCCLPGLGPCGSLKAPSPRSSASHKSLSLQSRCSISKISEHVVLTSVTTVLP
# OX1R antag-2 = human HCRTR1 antagonism | inhibition, % at 5 µM | AID 434989 | CHO/OX1R cells, Fluo-8 calcium fluorescence, orexin A | actives 0.43% (n = 330,000) | O43613;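 active means inhibition above its plate's threshold, mean inhibition of all tested compounds on the plate plus 3 SD, cut at about 37% in these data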;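 further: 0% = orexin A challenge wells and 100% = SB-334867-A antagonist wells; not every result past the cut was called active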
# Active calls of the source: *.
# Preview (3 entries):
SMILES,OX1R antag-1,OX1R antag-2
O=C(COC(=O)CCC1CCCC1)Nc1ccc(F)cc1Cl,1.7,0.2
N#Cc1cccc(NC(=O)COC(=O)Cn2nc(-c3ccccc3)oc2=O)c1,-0.3,-0.7
Cc1cc(C)n(S(=O)(=O)c2ccc(Cl)c(Cl)c2Cl)n1,13.0,-32.6

# The whole of this part, from the first entry:
SMILES,OX1R antag-1,OX1R antag-2
O=C(COC(=O)CCC1CCCC1)Nc1ccc(F)cc1Cl,1.7,0.2
N#Cc1cccc(NC(=O)COC(=O)Cn2nc(-c3ccccc3)oc2=O)c1,-0.3,-0.7
Cc1cc(C)n(S(=O)(=O)c2ccc(Cl)c(Cl)c2Cl)n1,13.0,-32.6
Cn1cccc1/C=N/n1cnnc1,5.1,12.9
CN(C1CCCCC1)S(=O)(=O)c1ccc(NC(=O)c2ccc(Br)o2)cc1,36.8,-6.7
CCC1(c2ccccc2)NC(=O)N(CC(=O)Nc2cc(S(=O)(=O)N3CCCCCC3)ccc2OC)C1=O (centres undefined),28.8,17.9
CC(=O)NS(=O)(=O)c1ccc(N/C(N)=N/c2nc(C)cc(C)n2)cc1,-10.4,-1.8
Cc1ccc(CSCC(=O)Nc2ccccc2)cc1,5.3,-7.3
O=c1cc(CSc2ccccn2)nc(N2CCN(c3ccccc3)CC2)[nH]1,1.5,-8.5
Cc1ccc2c(CSc3nnc(C4CC4)n3N)cc(=O)oc2c1,20.8,-6.2
COc1ccc(S(=O)(=O)Nc2ccc(Cc3ccncc3)cc2)cc1OC,23.1,-3.3
CCOC(=O)C1CCCN(C(=O)c2cn(C)c3ccc(S(=O)(=O)N(C)C)cc3c2=O)C1 (centres undefined),5.3,-3.8
Cc1ccc(C)c(N(C(=O)CNC(=O)c2ccco2)C(C(=O)NC2CCCCC2)c2ccncc2)c1 (centres undefined),1.5,-11.2
CCN1CCc2c(sc(NC(=O)Nc3ccc(Cl)c(Cl)c3)c2C(N)=O)C1,23.7,99.5*
Cc1cc(C)n(CC2CC(=O)N(c3ccc(F)c(Cl)c3)C2=O)n1 (centres undefined),33.4,-13.1
COc1ccccc1OCc1ccc(C(=O)N2CCCCC2)o1,12.4,-7.1
CCC1CCCCN1CCCCOc1cccc(Cl)c1 (centres undefined),-4.7,-29.2
CC1(C)CC(=O)C2=C(C1)NC(=O)CC2c1ccc(F)cc1 (centres undefined),16.3,-15.3
O=C(CN(Cc1ccccc1)C(=O)CCC(=O)Nc1nccs1)NCC1CCCO1 (centres undefined),13.4,-1.8
O=C(C1CCCN(Cc2ccccc2)C1)N1CCCCC1 (centres undefined),11.8,-12.9
CSCC(=O)NS(=O)(=O)c1ccc(C)cc1,15.4,-15.7
Cc1cc(Cl)ccc1NC(=O)CSc1n[nH]c(N)n1,8.5,-11.1
COc1ccccc1CCN1CCCC(CN(C)C(=O)c2ccco2)C1 (centres undefined),13.2,-29.4
C=CCn1c(CNC(=O)c2cccs2)nnc1SCC(=O)c1ccc(Br)cc1,5.4,-25.2
CC(C)(C)c1ccccc1NC(=O)c1ccco1,10.7,0.5
# Going on with the list.
SMILES,OX1R antag-1,OX1R antag-2
O=C(NN1CCOCC1)c1ccc(Cl)cc1,25.2,-5.1
COc1cc(NC(=O)COC(=O)CC(C)(C)C)c(C)cc1[N+](=O)[O-],13.1,-10.0
CC(C)NC(=O)/C(=C/c1ccco1)c1ccccc1,22.0,-14.8
CCc1ccc(-n2cccc2/C=C2/C(=N)N3C(=NC2=O)SN=C3S(C)(=O)=O)cc1,65.5*,-1.3
O=[N+]([O-])c1ccccc1S(=O)(=O)Oc1ccc(/C=N/n2cnnc2)cc1,10.2,-1.6
O=C(NCc1ccccn1)c1c(O)c2cccc3c2n(c1=O)CC3,10.4,-25.3
CCOC(=O)Cn1c(=NC(=O)C(C)C)sc2c(C)cc(C)cc21,23.9,-40.0
CC(/C=N/N1CCN(c2ccccc2)CC1)=C\c1ccccc1,8.2,-5.0
Cc1nc(N=C(N)N)nc2c(C)cccc12,13.1,-13.7
Cc1ccc(C(=O)NN(CCC(=O)NC(C)(C)C)C2=NS(=O)(=O)c3ccccc32)cc1,16.9,-7.5
O=C(C[n+]1cccc(CNC(=O)c2ccc(OC(F)F)cc2)c1)Nc1cccc(C(F)(F)F)c1,10.8,-5.0
Cc1nn(CC(=O)Nc2ccc3c(c2)OCCO3)c(C)c1[N+](=O)[O-],10.9,-5.4
CCOC(=O)CCc1c(C)nc2c(c(C)nn2-c2ccccc2)c1C,-8.5,-26.3
COc1ccc(N/N=C(\C#N)C(=N)N2CCCCC2)cc1,11.5,-12.8
CC1=NN(C(N)=S)C(=O)C1N=Nc1ccccc1Cl (centres undefined),35.3,-6.2
Oc1ccccc1N1CCN(c2nc(-c3cccs3)nc3ccccc23)CC1,23.4,-20.5
CC(C)NC(=S)Nc1ccc(S(=O)(=O)Nc2ncccn2)cc1,17.3,-7.7
O=C(/C(C=Nc1cccc(C(F)(F)F)c1)=C(/O)c1ccco1)C(F)(F)F,18.9,-19.5
O=C(Nc1ccccc1)C(=O)c1cn(CC(=O)N2CCCCC2)c2ccccc12,21.4,-25.1
CC(=O)c1ccc(NC(=S)N2CC(C)CC(C)C2)cc1 (centres undefined),0.5,-6.5
Cc1c(NC(=S)N/C(=N/S(=O)(=O)c2ccccc2)c2ccccc2)c(=O)n(-c2ccccc2)n1C,5.7,-10.2
CCOc1cc(CN2CCSCC2)ccc1O,8.0,-7.0
COc1cc(/C=C/C(=O)NC(=O)c2ccccc2O)ccc1OC(C)=O,65.6*,3.9
CC(=O)c1ccc(OCc2cc(C(=O)N3CCC[C@H]3CO)no2)cc1,11.2,-1.7
Cc1cccc(C(C)C)c1NC(=O)C(C)OC(=O)Cc1n[nH]c(=O)c2ccccc12 (centres undefined),8.9,-14.4

# 3 structures from above, ordered by number of heavy atoms, high to low.
SMILES,OX1R antag-1,OX1R antag-2
CCc1ccc(-n2cccc2/C=C2/C(=N)N3C(=NC2=O)SN=C3S(C)(=O)=O)cc1,65.5*,-1.3
O=C(NCc1ccccn1)c1c(O)c2cccc3c2n(c1=O)CC3,10.4,-25.3
CCOc1cc(CN2CCSCC2)ccc1O,8.0,-7.0

# (further entries)
SMILES,OX1R antag-1,OX1R antag-2
O=C(CCN1C(=O)c2cccnc2C1=O)NC1CCCCCC1,18.6,8.9
CN1CCN(S(=O)(=O)c2ccc(N3CCc4ccccc4C3)nc2)CC1,14.0,-22.6
C#CCOc1c(Cl)cc(/C=C2/C(=O)ON=C2C)cc1OC,-6.8,5.9
O=C(CNc1cccc2ccccc12)N/N=C/c1ccc([N+](=O)[O-])cc1,6.0,-6.8
COc1cc(C(=O)OCCCN2CCCN(CCCOC(=O)c3cc(OC)c(OC)c(OC)c3)CC2)cc(OC)c1OC,15.3,-26.9
CCOC(=O)C1CCN(C(=O)CS(=O)(=O)Cc2nc(-c3ccccc3Cl)oc2C)CC1,12.6,-25.9
Nc1cc(N)nc(SCC(=O)N2CCN(C(=O)c3ccco3)CC2)n1,0.2,-2.4
COc1cc(C2C(C#N)=C(N)Oc3c2ccc2ccccc32)ccc1OCC(=O)Nc1ccccc1C (centres undefined),8.7,-9.0
CC(=O)c1ccccc1N(C(=O)c1ccco1)C(C(=O)NC1CCCC1)c1ccc(N2CCOCC2)cc1 (centres undefined),7.0,-14.4
O=C(CC1NCCNC1=O)Nc1ccc2c(c1)OCCO2 (centres undefined),1.9,-10.4
COc1ccc(COC(=O)C2CCN(S(=O)(=O)c3ccc(C)cc3)CC2)cc1,20.4,-17.1
Cc1nc2cc(-c3ccccc3)nn2c(C)c1CCC(=O)NCc1ccco1,8.3,-42.1
O=S(=O)(NCc1cccs1)c1cccc2cccnc12,5.8,-16.7
Cc1ccc(C)c(NC(=O)C2CC(O)CN2C(=O)OC(C)(C)C)c1 (centres undefined),7.9,-8.5
CC(=O)Nc1ccc(N/C=C/C(=O)C(C)(C)C)cc1,7.6,2.6
COc1ccc(Br)c(OC)c1C(=O)NC(=O)Nc1nc(C)cc(C)n1,2.9,-16.3
O=C(Nc1cccnc1)c1ccccc1F,0.8,-26.1
COC(=O)C1CCN(C(=O)Cc2ccc(OC)c(OC)c2)CC1,13.1,-12.6
C[C@@H]1CN([C@H](C)CO)C(=O)Cc2cc(NC(=O)CCC(F)(F)F)ccc2O[C@@H]1CN(C)C(=O)NC1CCCCC1,9.8,-12.4
N[C@@H](Cc1ccccc1)C(=O)N1CCC(C(=O)N[C@@H](CCC(=O)O)C(=O)O)CC1,1.2,0.6
O=C(CSCc1nc2scc(-c3cccs3)c2c(=O)[nH]1)Nc1ccccn1,15.0,-30.8
CN(C)c1nnnn1-c1cccc(Oc2ncc(C(F)(F)F)cc2Cl)c1,16.3,-7.8
C=CCC[C@H](Cc1ccc(F)cc1)C(=O)OC[C@@H](Cc1c[nH]c2ccccc12)NC(=O)[C@H](CC=C)CC(=O)N(CCO)Cc1ccccc1,16.0,6.3
O=C(c1cccs1)N1CCN(c2cccc(Cl)c2)CC1,-3.8,-15.1
Cc1ccc(-c2noc(-c3ccoc3C)n2)cc1,6.8,-17.9
# Later entries
SMILES,OX1R antag-1,OX1R antag-2
Cc1ccc(Cn2cccc(NC(=O)NC3CCCCC3)c2=O)cc1,19.5,-45.4
O=C(CN1CCN(c2ccccc2O)CC1)NC(c1ccccc1)c1ccccc1,16.5,-12.6
Cc1ccc(NC(=O)CCC(=O)NNC(=O)c2ccccc2[N+](=O)[O-])c(C)c1,12.5,-8.5
CN(CC(=O)Nc1ccccc1C(=O)NC1CC1)Cc1ccc(N(C)C)cc1,10.4,-23.9
O=C(Nc1ccc(F)cc1)c1sc(Cl)nc1-c1ccccc1,9.5,-34.4
CCNc1nc(SC(C)C(=O)OC)nc(N2CCOCC2)n1 (centres undefined),13.9,-22.9
Cn1c(CCN2CCCCC2)nc2cc(NC(=O)NC3CCCCC3)ccc21,17.6,-16.8
Cc1ccc(-c2nnc(Nc3ccc(C(N)=O)cc3)c3ccccc23)cc1S(=O)(=O)NCC1CCCO1 (centres undefined),28.2,-10.7
FC(F)Sc1nnc(-c2cccs2)n1-c1ccccc1,7.1,2.2
Cc1nc(Nc2ccccc2)sc1-c1ccccc1,34.8,-24.7
COCCCn1ccc(O)c(Cc2ccc(F)cc2)c1=O,7.7,0.7
CC(=O)Oc1ccc(-c2cc3ccccc3oc2=O)cc1,2.0,-6.9
Cc1cccc(C(=O)NCC(=O)OCC(=O)N2CC3(C)CC2CC(C)(C)C3)c1 (centres undefined),7.1,-12.8
O=C(CSS(=O)(=O)O)N1CCN(C(=O)c2ccoc2)CC1,9.0,-7.9
COc1cc(CNCc2ccccn2)ccc1OCc1ccc(Cl)c(Cl)c1,17.4,-16.7
O=C(COC(=O)c1n[nH]c2ccccc12)c1cc(F)ccc1F,13.9,-13.6
Nc1cccc2c1C(=O)N(C(=O)c1cccc(S(=O)(=O)N3CCCC3)c1)C2=O,26.8,-15.3
Cc1ccc(NC(=O)C2CCN(S(=O)(=O)c3cccc4cccnc34)CC2)nc1,7.5,-11.9
CCc1nnc(NC(=O)CCC(=O)N2CCC(Cc3ccccc3)CC2)s1,10.6,-14.8
CCCCN=C(C)C1=C(O)CSC1=O,-4.1,-0.2
Cc1ccc(C)c(NC(=O)C(OC(=O)c2ccc(C)s2)c2ccccc2)c1 (centres undefined),13.5,-17.8
CN(CC(=O)Nc1ccccc1Br)C(=O)c1cccc(S(=O)(=O)NCc2ccccc2)c1,21.9,-14.7
COc1ccccc1OCC(=O)Nc1cc(C(F)(F)F)ccc1-n1cncn1,24.8,-15.3
CC(=O)Nc1ccc(NC(=O)C(C)OC(=O)CN(C)S(=O)(=O)c2ccc(Cl)cc2)cc1 (centres undefined),8.2,-15.9
CC(=O)c1ccc(N2C(=O)C3C4C=CC(CC4)C3C2=O)cc1 (centres undefined),-8.1,-24.0
# (continued)
SMILES,OX1R antag-1,OX1R antag-2
COc1ccc(C2=NN(C(=O)CSc3nc4ccccc4s3)C(c3ccc(F)cc3)C2)cc1 (centres undefined),16.8,-9.8
Cc1cc(NC(=O)CN(C)C)c([N+](=O)[O-])cc1C,12.4,-11.2
CCCCn1c(=O)[nH]c(=O)c2c1nc(-c1cc(Br)c(OCC)c(OC)c1)n2C,19.8,0.3
N#Cc1cccc(NC(=O)COC(=O)c2cccc(N3C(=O)c4ccccc4C3=O)c2)c1,26.3,-5.0
CCN(CC)c1ccc(/C=N/Nc2nc(C)cc(C)n2)cc1,4.5,0.8
CC(C)c1ccc(S(=O)(=O)N2CCN(C(=O)c3ccc(N4CCCC4)c([N+](=O)[O-])c3)CC2)cc1,28.7,-24.3
Cc1cc(NC(=O)Cn2nc(C)c([N+](=O)[O-])c2C)no1,13.8,2.6
CC1CCCN(S(=O)(=O)c2coc(C(N)=O)c2)C1 (centres undefined),11.1,-22.5
Cc1ccc2nc(SCC(=O)Nc3cccc(Cl)c3)nc(=O)n2c1,14.3,-1.9
O=C(Nc1cccc(C(=O)NC2CCCCC2)c1)c1ccccc1,6.7,-31.0
COC(=O)c1ccccc1NC(=O)C1CC(=O)N(c2ccc(C)c(C)c2)C1 (centres undefined),8.4,-26.4
CCC1CCCCN1CCCNC(=O)c1ccc(CS(=O)(=O)c2ccccc2OC)o1 (centres undefined),8.5,1.0
Cc1cccc(-c2nc(CN3CCN(Cc4cccc(F)c4)CC3)c(C)o2)c1,-6.6,-32.4
Nc1nnc(SCc2ccc(F)cc2)n1-c1ccccc1,14.6,2.7
Cc1ccc(/C=C/C(=O)Nc2cccc(S(=O)(=O)N3CCOCC3)c2)o1,13.9,-8.4

# Record cards, from the list above:
# Results for CC(C)c1ccc(S(=O)(=O)N2CCN(C(=O)c3ccc(N4CCCC4)c([N+](=O)[O-])c3)CC2)cc1 → OX1R antag-1 = 28.7; OX1R antag-2 = -24.3
# Results for CN1CCN(S(=O)(=O)c2ccc(N3CCc4ccccc4C3)nc2)CC1 → OX1R antag-1 = 14.0; OX1R antag-2 = -22.6
# Results for CCc1ccc(-n2cccc2/C=C2/C(=N)N3C(=NC2=O)SN=C3S(C)(=O)=O)cc1 → OX1R antag-1 = 65.5*; OX1R antag-2 = -1.3

# Screens as filed in PubChem BioAssay.
